Screening results deposited in PubChem by several laboratories.
CaV13 ICDI inh: Primary screen for inhibitors of IQ motif and Ca2+-dependent inactivation inhibitor domain binding in CACNA1D, Förster resonance energy transfer in living cells, …; HEK cells, CFP/YFP FRET ICDI-IQ, plate reader, 10 min; percent FRET-ratio fall versus neutral wells; inhibition, % at 12.3 µM; actives 0.098% (n = 340,000); AID 743397;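 active = mean replicate inhibition of at least 30% and at least 1% of replicates passing that level; inconclusive = only one of the two criteria is met; inactive = neither criterion is met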;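 note: 0% = median of the neutral control wells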
CF NFkB block: inhibitors of cystic fibrosis induced NF-kB; KKLEB NF-kB-GFP reporter, PAF-induced, GFP fluorescence overnight; inhibition, % at 5 µM; actives 0.86% (n = 360,000);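 active = at least 50% inhibition at 5 µM, scaled per plate between neutral and stimulator controls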;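 note: PAF is a Pseudomonas aeruginosa culture filtrate used as stimulus; plate controls were PAF-stimulated DMSO wells for no effect and unstimulated DMSO wells for full effect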
Peg3 promoter: reduces Peg3 promoter-driven luciferase expression in HeLa; HeLa PEG-Prom luciferase reporter, luminescence, overnight; inhibition, % at 20 µM; actives 1.7% (n = 360,000);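 active = inhibition of at least 50% at 20 µM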
NR2E3 ag-1: activates human photoreceptor nuclear receptor NR2E3 | Q9Y5X4 | GST-NR2E3/biotin-RetCOR TR-FRET, 1536-well | inhibition of corepressor binding, % at 4.78 µM | actives 0.12% (n = 320,000) | AID 2300;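 active = percent inhibition above the cutoff of mean plus 3 SD of all tested compounds, set per screening campaign, cut at about 20% in these data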;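 note: 0% = DMSO wells and 100% = biotin wells as full block of FRET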
Target sequence (Q9Y5X4 whole entry, looked up): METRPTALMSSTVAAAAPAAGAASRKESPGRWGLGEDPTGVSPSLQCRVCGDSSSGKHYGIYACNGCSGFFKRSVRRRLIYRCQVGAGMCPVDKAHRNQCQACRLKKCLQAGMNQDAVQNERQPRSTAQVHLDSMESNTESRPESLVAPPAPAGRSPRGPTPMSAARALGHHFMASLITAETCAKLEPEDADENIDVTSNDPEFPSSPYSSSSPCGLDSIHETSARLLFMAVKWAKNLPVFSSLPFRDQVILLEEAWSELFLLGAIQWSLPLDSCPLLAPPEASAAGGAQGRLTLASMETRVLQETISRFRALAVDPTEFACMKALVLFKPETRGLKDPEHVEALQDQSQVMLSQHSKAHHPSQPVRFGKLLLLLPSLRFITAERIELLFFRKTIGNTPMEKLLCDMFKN
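Test system – NR2E3–RetCOR corepressor complex · Quantity – NR2E3 fusion 1.35 nM · Buffer or medium – Tris pH 7.5 · Incubation – Compound–protein incubation for 5 h at 4 °C · Technique – TR-FRET, Eu(K)-anti-GST donor, streptavidin-D2 acceptor, ex 340, em 617/671 nm · Evaluation – percent inhibition of 671/617 nm emission ratio versus biotin and DMSO controls · Plate – 1536-well format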
Vif imaging: HIV Vif inhibition; HEK293T cells, Vif self-association by quenched fluorescence, imaging, 24 h; inhibition, % at 7.49 µM; actives 0.35% (n = 340,000); in the data active = inhibition above about 50%, passing the limit was not always enough; inconclusive = no clear call, values can overlap the other calls; inactive = below about 31%; note: some results filed as inactive read as strong as hits
KKLEB tox: CF airway cell cytotoxicity counter-screen; KKLEB CF airway cells viability, ATPlite luminescence, overnight; stronger effect = lower value; cells stimulated with P. aeruginosa culture filtrate; actives 0.36% (n = 360,000); activity change (cytotoxicity), % at 5 µM; AID 602141;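 active = corrected activity change at or below -50% at 5 µM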
PDI inh: PDI (human) enzyme inhibition; P07237; PDI insulin aggregation turbidity, A650, 90 min; inhibition, % at 10 µM; actives 0.052% (n = 350,000);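 active = mean inhibition across replicates of 30% or more, whatever share of single replicates reach that level; inconclusive = mean inhibition below 30% while every single replicate reaches 30%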;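 note: absorbance from insulin aggregation driven by PDI reduction with DTT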
Target sequence (P07237 whole entry, looked up): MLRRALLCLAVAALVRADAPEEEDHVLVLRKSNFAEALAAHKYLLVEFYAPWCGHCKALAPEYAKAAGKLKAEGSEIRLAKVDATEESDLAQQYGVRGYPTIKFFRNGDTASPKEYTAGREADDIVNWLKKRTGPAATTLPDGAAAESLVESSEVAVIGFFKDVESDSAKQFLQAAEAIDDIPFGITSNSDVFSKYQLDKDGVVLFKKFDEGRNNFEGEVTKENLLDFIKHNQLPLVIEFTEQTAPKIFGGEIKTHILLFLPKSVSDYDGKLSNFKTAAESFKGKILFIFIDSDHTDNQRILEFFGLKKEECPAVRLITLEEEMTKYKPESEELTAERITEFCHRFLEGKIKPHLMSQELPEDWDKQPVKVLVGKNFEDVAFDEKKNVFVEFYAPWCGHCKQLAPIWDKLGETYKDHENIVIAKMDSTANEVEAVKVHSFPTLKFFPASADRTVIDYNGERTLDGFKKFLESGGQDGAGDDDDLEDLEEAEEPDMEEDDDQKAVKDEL
NR2E3 ag-2: activates human NR2E3 receptor. inhibition of corepressor binding, % at 3.98 µM. AID 602229. Q9Y5X4. actives 0.35% (n = 360,000). CHO-S Gal4-NCOR/VP16-NR2E3 two-hybrid, luciferase;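 active = inhibition above the mean of all tested compounds plus 3 SD, cut at about 70% in these data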;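 note: 0% = DMSO with NR2E3 transfected cells and 100% = cells lacking NR2E3 construct; higher means lower luciferase signal from less NR2E3 corepressor binding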
Shn3 inh set2: inhibitors of Schnurri-3 3'UTR reporter in osteoblasts; actives 0.52% (n = 360,000); Clone20 osteoblast Shn3 3'UTR firefly luciferase, 24 h; inhibition, % at 12.5 µM;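 active = mean inhibition of at least 75% with every replicate also reaching 75%; inconclusive = mean inhibition at least 75% but some replicate below; inactive = mean inhibition below 75%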;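 note: 0% = median of neutral control wells and 100% = pilot-screen positive control compound; some compounds past the cut are filed as inactive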
TRPM1 prom inh: reduces MITF-dependent TRPM1 promoter luciferase signal; SK-MEL-5 TRPM1 promoter luciferase, 24 h; inhibition, % at 12.5 µM; actives 0.83% (n = 330,000); AID 488899;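 active = mean inhibition across replicates of 60% or more, whatever share of single replicates reaches that level; inconclusive = some that reach 60%, reason not given; inactive = mean inhibition across replicates below 60%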; note: values of inactives mirror those of a sister screen read the other way
HIF-2a inh: inhibitors of HIF-2a; AID 624352; inhibition, % at 18.8 µM; actives 0.72% (n = 360,000); 786-0 RCC cells HIF-2a reporter, luciferase luminescence, overnight;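 active = inhibition of the luminescence signal of 40% or more relative to plate controls, in a single-dose primary screen at 18.75 µM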
An asterisk follows results filed as active; ? = inconclusive; . = no result given.

SMILES | CaV13 ICDI inh | CF NFkB block | Peg3 promoter | NR2E3 ag-1 | Vif imaging | KKLEB tox | PDI inh | NR2E3 ag-2 | Shn3 inh set2 | TRPM1 prom inh | HIF-2a inh
Cc1ccc2nc(-c3ccc(NC(=O)C4CCCO4)cc3)[nH]c2c1 (configuration not stated) | -9 | -3 | -31 | 3 | -5 | 7 | 10 | -138 | 20 | 10 | -46
O=C(Nc1cccc(-c2cccc(Cl)c2)c1)C1CCN(Cc2ccccn2)CC1 | -2 | 10 | 35 | 1 | -8 | -8 | -4 | -9 | -9 | -5 | 19
CCCOc1ccc(C(C)=O)cc1Cc1c(O)nc(SC)[nH]c1=O | -2 | 14 | 0 | -1 | 1 | 2 | 8 | -12 | -2 | -6 | 22
O=C(CCn1c(=O)c2sccc2n(CC(=O)NCc2ccco2)c1=O)NCc1ccccc1 | -5 | 10 | -5 | 3 | -7 | 4 | 0 | 16 | -16 | 7 | 9
CSc1ccccc1NC(=O)CNCCCN1CCOCC1 | -6 | 6 | 2 | 1 | 1 | 7 | 3 | -20 | -5 | 4 | 11
CCCn1c(=O)c(C(=O)NNC(=O)c2ccccc2Cl)c(O)c2ccccc21 | -2 | 9 | 15 | -3 | 8 | -1 | 1 | -10 | 14 | 0 | 10
COc1cc(OC)c2ccc(=O)oc2c1C(CCN1CCN(c2ccccc2)CC1)c1ccc(N(C)C)cc1 (configuration not stated) | -4 | 3 | -13 | -2 | -13 | 0 | -1 | -10 | 8 | -1 | 8
CCOC(=O)c1[nH]c(Cc2[nH]c(C(=O)OCC)c(C)c2CCC(=O)OC)c(CCC(=O)OC)c1C | . | 1 | 22 | 1 | 11 | -5 | -13 | -2 | 4 | 3 | 9
Cc1cc(C)cc(OCC(=O)Nc2cc(NC(=O)COc3cc(C)cc(C)c3)cc(C(=O)O)c2)c1 | ? | 16 | 4 | 2 | -3 | 11 | -2 | -12 | -11 | 13 | 24
COc1ccccc1NC(=O)N(C)C[C@H]1OCc2cn(nn2)CCCC(=O)N([C@@H](C)CO)C[C@@H]1C | -4 | 20 | -6 | . | 2 | -5 | -5 | -20 | 8 | . | 5
S=c1[nH]nc(C2CCCCC2)o1 | -6 | -16 | 2 | 4 | -4 | 8 | -3 | -3 | 12 | -16 | 14
Nc1cccc2cc(-c3ccccc3)oc12 | -5 | -10 | -325 | -3 | -8 | -4 | 0 | -57 | -90 | -104 | -219
COc1ccc(S(=O)(=O)Nc2ccc(N3CCOCC3)cc2)cc1[N+](=O)[O-] | 9 | 13 | 12 | 6 | 4 | -14 | -1 | -12 | -19 | -2 | 18
Cc1cccn2c1nc(=S)n2C(=O)c1ccco1 | -3 | -71 | -288 | 0 | 4 | 15 | 2 | -72 | -128 | -51 | -298
CN(CC(=O)Nc1ccccc1Br)C(=O)CN1CCN(Cc2ccc(Cl)cc2)CC1 | -2 | 4 | -2 | 2 | 1 | -1 | -1 | 22 | 18 | 5 | 7
CC(C)(C)c1ccc(S(=O)(=O)N2C=CC(C(F)(F)F)=NCC2)cc1 | -5 | 4 | 8 | -3 | -1 | -1 | 5 | 28 | 2 | 13 | 8
COc1cc(C=O)ccc1OC(=O)c1ccc(C(C)C)cc1 | -1 | 11 | -12 | 7 | -8 | -1 | 2 | 9 | 10 | 0 | 14
CN(C(=O)c1ccco1)c1nc(-c2ccccc2)cs1 | -3 | -9 | -301 | 3 | -2 | 5 | -7 | -154 | -112 | -132 | -347
O=C(/C=C/c1ccc(Cl)cc1)Nc1ccc(CN2CCOCC2)cc1 | 8 | 6 | -10 | 0 | -1 | 0 | -4 | -3 | 16 | -2 | -11
COc1ccc(-n2ccnc2)cc1 | 3 | 5 | 4 | -2 | -11 | -19 | 11 | -12 | 20 | 3 | 17
CN(C)C(CNC(=O)c1ccc(NS(=O)(=O)c2ccc3[nH]c(=O)[nH]c3c2)cc1)c1ccccc1 (configuration not stated) | -6 | -23 | 2 | -1 | 7 | 8 | 1 | -10 | 2 | -6 | 13
CN(C)C(CNC(=O)CCC(=O)c1ccc(Br)cc1)c1ccccc1 (configuration not stated) | -4 | 4 | -5 | -1 | -1 | -1 | -8 | -33 | -11 | -7 | -4
Cc1ccnc(Sc2nc3c(c(=O)[nH]c(=O)n3C)n2CCCc2ccccc2)n1 | -6 | 13 | 3 | -3 | -4 | -5 | 3 | -18 | 16 | -3 | 14
COC(=O)c1ccc(N=NN2CCCCCC2)cc1 | -5 | 1 | -226 | -1 | 2 | -3 | -6 | -137 | 78 | -95 | -164
CCCNC(=O)C1(C)CCCN(Cc2ccc(C)cc2)C1 (configuration not stated) | -5 | -3 | 14 | . | -10 | 2 | -4 | -34 | 7 | . | 4
CC(=O)NC(c1ccc(C)cc1)c1cc([N+](=O)[O-])c2cccnc2c1O (configuration not stated) | -4 | 11 | 54* | -2 | -2 | 7 | -6 | 1 | 45 | -6 | 24
CN(C)S(=O)(=O)Oc1cccc(C(=O)Nc2cccc(Cl)c2)c1 | -4 | 4 | -214 | 1 | -7 | 4 | -7 | -17 | -46 | -22 | -210
CC(=O)Nc1ccc(NC(=O)C(C)Sc2n[nH]c(-c3cccs3)n2)cc1 (configuration not stated) | -4 | -12 | -3 | 3 | -1 | 18 | -2 | 14 | -8 | -3 | -6
CCCCc1cc(-c2n[nH]c(=S)o2)c2ccccc2n1 | -4 | 8 | 28 | 2 | -5 | -12 | -8 | -22 | 10 | 1 | 22
CC(=O)NC(c1ccc(C(C)C)cc1)c1c(O)ccc2ccccc12 (configuration not stated) | -5 | 16 | 24 | -3 | 13 | -14 | -3 | -4 | 6 | . | 17
CN(C)c1ccc(C(=O)OCC(=O)NCCC2=CCCCC2)cc1 | -1 | -6 | 21 | -2 | 9 | 1 | 0 | 10 | -22 | 1 | 11
COc1ccccc1C(=O)Nc1ccc(Br)cc1C | -19 | -30 | -143 | 0 | -4 | 8 | 7 | -89 | -48 | -38 | -250
O=C(CN1CCCC1c1cccs1)Nc1cc(S(=O)(=O)N2CCCCC2)ccc1Cl (configuration not stated) | -2 | 12 | 21 | . | -1 | 2 | 1 | -23 | 82 | 11 | 15
O=C(Cc1ccc(S(=O)(=O)N2CCOCC2)s1)Nc1cc(C(F)(F)F)cc(C(F)(F)F)c1 | -6 | -6 | 12 | 2 | -3 | 7 | -10 | 22 | 20 | 7 | 10
Cc1sc(NC(=O)CN(Cc2ccc(F)cc2)C(=O)C(C)(C)C)c(C(N)=O)c1C | -17 | 4 | 13 | 4 | 1 | 13 | 1 | -9 | 5 | 12 | 0
CCN1CCN(C(CNS(=O)(=O)c2ccc(OC)c(C)c2)c2cccnc2)CC1 (configuration not stated) | . | 1 | 21 | 2 | 0 | 7 | 11 | -18 | -6 | -2 | 12
O=C(Nc1ccc(S(=O)(=O)Nc2ccccc2F)cc1)N1CCCCC1 | . | -4 | -2 | 0 | -8 | 7 | 2 | -24 | 8 | 0 | 10
CN(C)S(=O)(=O)c1ccc(N2CCCC2)c(C(=O)NCC(=O)Nc2ccc(F)c(F)c2)c1 | -2 | 7 | 10 | 3 | 6 | -6 | -8 | 6 | -12 | . | 23
Cc1ccc(S(=O)(=O)NN2Cc3ccccc3C2=N)cc1 | 3 | -8 | 21 | 0 | -8 | -2 | 3 | -1 | -35 | -6 | 13
CCS(=O)(=O)c1nc(S(=O)(=O)c2ccc(C)cc2)c(N2CC(C)CC(C)C2)s1 (configuration not stated) | -13 | 23 | 21 | -1 | -6 | -30 | -1 | -1 | 8 | 8 | 24
O=C(Cn1c(=O)sc2ccccc21)Nc1ccccc1C(=O)O | . | -2 | 6 | 2 | 21 | 0 | 6 | -11 | -1 | 4 | 7
COC(=O)c1ccccc1NC(=O)CSc1nc2ccsc2c(=O)n1CCCCC(=O)O | -16 | -31 | 18 | . | -2 | 4 | 3 | -3 | 4 | . | 12
CC(Oc1ccc(Cl)cc1)C(=O)Nc1nccs1 (configuration not stated) | 0 | 6 | -46 | 0 | 4 | -1 | -3 | -15 | 76 | -19 | -61
CC1Cc2ccccc2N1S(=O)(=O)c1cccc(C(=O)OCC(=O)N2CCOCC2)c1 (configuration not stated) | -6 | 25 | -3 | . | -3 | -8 | -3 | -15 | -23 | 0 | 1
COc1ccc(CNC(=O)CNC(=O)c2sc3ccccc3c2Cl)cc1OC | -6 | 13 | -23 | -1 | -1 | -15 | -4 | -27 | 9 | 0 | -9
c1ccc(CSc2nnc(-c3ccccn3)n2-c2ccccc2)cc1 | -4 | 4 | 5 | -2 | 0 | -6 | -3 | -2 | -16 | 1 | 24
COc1ccc(CNCc2ccc(C)cc2)c(OC)c1 | -2 | 2 | 5 | -2 | 10 | 1 | -3 | -19 | 9 | 9 | 16
CCCCNC(=O)Nc1ccnn1C1CCCCC1 | . | 11 | 18 | 5 | 15 | -6 | 0 | -13 | -1 | 8 | 24
CC(C)C1C(=O)N(Cc2cn(CCC3OCCO3)nn2)CCS(=O)(=O)N1Cc1ccc(-c2cccc(N(C)C)c2)cc1 (configuration not stated) | -10 | -16 | 19 | . | 1 | 0 | 24 | -11 | 12 | . | 12
Cc1ccccc1Nc1nnc(SCC(=O)Nc2ncc(C(F)(F)F)cc2Cl)s1 | -6 | -14 | 22 | -2 | . | -4 | 7 | 18 | 14 | 9 | 7

The results go on:
SMILES | CaV13 ICDI inh | CF NFkB block | Peg3 promoter | NR2E3 ag-1 | Vif imaging | KKLEB tox | PDI inh | NR2E3 ag-2 | Shn3 inh set2 | TRPM1 prom inh | HIF-2a inh
COc1ccc(OC)c(/C=C/C(=O)c2ccc(Cl)cc2)c1 | -14 | 20 | 40 | 2 | 1 | -29 | 25 | 4 | -10 | 1 | -21
CN(C(=O)COc1ccc2c(-c3ccccc3)cc(=O)oc2c1)C1CCS(=O)(=O)C1 (configuration not stated) | -6 | 0 | 1 | -2 | -6 | -11 | -3 | -9 | -3 | 3 | 3
COc1cc2oc(=O)ccc2c(OC)c1CC(O)C(C)(C)O (configuration not stated) | -11 | 9 | -4 | 3 | -3 | -3 | 1 | -6 | 0 | -7 | 7
CCOc1cccc(C(=O)NC(c2ccccc2)C(C)C)c1 (configuration not stated) | 3 | -13 | 0 | -2 | 8 | 1 | 3 | -2 | -6 | 0 | 5
CC1(C)CN(C2CCCCC2)C(=O)[C@H]1CC(=O)Nc1ccccc1 | -3 | 0 | 6 | . | . | 6 | -2 | -7 | 3 | . | 9
COc1ccc(C(=O)N/C(=C\c2ccccc2)C(=O)Nc2ccc(C(=O)NCC(=O)O)cc2)cc1 | -20 | -16 | 2 | -3 | 5 | -5 | 0 | 17 | 3 | 3 | -20

Random draw from the library. Share with any hit: about 3.3%.
